# DAX1 inh-1 – inhibits human nuclear receptor DAX1; P51843; HEK293 Gal4-DAX1 luciferase reporter, luminescence; inhibition, % at 6.75 µM; 340,000 compounds, 0.99% hits; AID 504766;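 active = inhibition above the mean over all tested compounds plus 3 SD, cut at about 4.2% in these data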;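 note: 0% = DAX1-transfected cells with DMSO and 100% = empty-vector control cells with DMSO; inhibition shows as a rise in luminescence from relieved DAX1 repression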
# Target sequence (P51843 207-470 limits assumed): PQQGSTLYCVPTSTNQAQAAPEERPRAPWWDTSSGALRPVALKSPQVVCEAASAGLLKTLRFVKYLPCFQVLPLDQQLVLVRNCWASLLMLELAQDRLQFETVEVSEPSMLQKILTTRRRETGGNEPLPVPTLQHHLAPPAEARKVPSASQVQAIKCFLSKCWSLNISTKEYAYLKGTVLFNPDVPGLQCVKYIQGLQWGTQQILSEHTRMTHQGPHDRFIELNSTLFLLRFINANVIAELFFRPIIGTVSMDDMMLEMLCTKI
# GAA850 FXN act – increases GAA850 frataxin promoter reporter activity. 360,000 compounds, 0.56% hits. activation, % at 6 µM. HEK293 lucGAA850 FXN promoter luciferase reporter, 24 h; percent of 10 µM SAHA response;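 active = activation above the average of all compounds screened plus 3 SD, cutoff fixed separately per campaign, cut at about 7.5% in these data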;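 note: 0% = DMSO wells and 100% = 10 µM SAHA wells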
# sPLA2-III inh – Inhibits HGIII-sPLA2 liposome hydrolysis, primary screen. 370,000 compounds, 0.56% hits. inhibition, % at 12.2 µM. Q9NZ20. QFRET BODIPY PC-A2 liposome hydrolysis, fluorescence;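 active = inhibition above mean plus 3 SD of compounds lying within the high and low control bounds, cut at about 19% in these data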;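 note: 0% = median of test compound wells and 100% = no enzyme DMSO wells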
# SMARCA2 act – activators of SMARCA2 function; AID 652017; 370,000 compounds, 1% hits; activation, % at 9.1 µM; MG213 cells, MMTV-luciferase reporter, dexamethasone, overnight; in the data active = activation above about 7.8%;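 note: 0% = vehicle wells and 100% = reference activator wells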
# GC-B act – GC-B (human) receptor activation; P20594; HEK293-GC-B cells, CNP EC30, cGMP TR-FRET; 0% at EC30 CNP, 100% saturating CNP; activation, % at 10 µM; 370,000 compounds, 0.11% hits; AID 1920062;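 active = activation at 10 µM reaching about 35% in either raw or pattern-adjusted values, limit read from the data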
# hcDAF12 agonist – H. contortus DAF-12 activation, primary screen. HEK293 hcDAF-12 lit1-tk-luc reporter, luminescence; 0% DMSO, 100% Δ7-dafachronic acid. activation, % at 6.8 µM. 370,000 compounds, 1.4% hits;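 active = activation above the mean of all tested compounds plus 3 SD, cut at about 5.5% in these data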;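 note: 100% = response to 3 µM Δ7-dafachronic acid high control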
# NPR1 activator – GC-A (human) enzyme activation. P16066. HEK293 GC-A cells, cGMP TR-FRET, EC30 ANP; 0% at EC30 ANP, 100% saturating ANP. activation, % at 10 µM. 370,000 compounds, 0.14% hits; in the data active = activation above about 40%
# ssDAF-12 act – activators of S. stercoralis DAF-12 nuclear receptor; activation, % at 6.8 µM; HEK293 ssDAF-12/GRIP1 lit1-tk-luc reporter, luminescence; % of 3 µM dafachronic acid response; AID 652126; 370,000 compounds, 1% hits;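 active = activation above the mean over all tested compounds plus 3 SD, cut at about 0.9% in these data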;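 note: 0% = DMSO-only wells and 100% = 3 µM delta7-dafachronic acid wells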
# ADAM10 inh – inhibitors of human ADAM10. O14672. recombinant ADAM10, EDANS/DABCYL FRET peptide cleavage, 3 h. inhibition, % at 7 µM. 370,000 compounds, 0.62% hits. AID 720582;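 active = inhibition above a per-campaign cutoff equal to the mean of compounds falling between control-based bounds plus 3 SD, cut at about 20% in these data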;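 note: 0% = DMSO wells while the 100% control is not disclosed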
# Target sequence (O14672 214-748 limits assumed): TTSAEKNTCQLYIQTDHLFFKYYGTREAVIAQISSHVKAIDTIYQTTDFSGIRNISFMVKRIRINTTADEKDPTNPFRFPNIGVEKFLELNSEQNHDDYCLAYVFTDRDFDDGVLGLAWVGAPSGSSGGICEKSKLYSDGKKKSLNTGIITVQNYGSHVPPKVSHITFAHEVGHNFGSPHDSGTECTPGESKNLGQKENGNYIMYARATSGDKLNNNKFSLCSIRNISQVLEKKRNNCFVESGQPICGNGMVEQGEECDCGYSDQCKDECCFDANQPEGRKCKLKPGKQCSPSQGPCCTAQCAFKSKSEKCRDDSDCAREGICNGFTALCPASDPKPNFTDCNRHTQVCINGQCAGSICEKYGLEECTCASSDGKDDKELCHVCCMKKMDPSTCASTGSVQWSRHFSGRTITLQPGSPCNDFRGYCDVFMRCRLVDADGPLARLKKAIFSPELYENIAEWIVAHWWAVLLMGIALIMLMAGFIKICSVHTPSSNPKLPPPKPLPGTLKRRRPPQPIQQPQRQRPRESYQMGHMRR
# hgDAF-12 ag – hgDAF-12 agonism, primary luciferase screen | HEK293 GAL4-hgDAF12 UAS-luciferase reporter, agonist luminescence; normalized to butyrate control | 370,000 compounds, 1.8% hits | AID 687014 | activation, % at 6.8 µM;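 active = activation above a cutoff set at the mean of all screened compounds plus 3 SD, cut at about 10% in these data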;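 note: 0% = DMSO wells and 100% = sodium butyrate wells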
# DAX1 inh-2 – DAX1 (NR0B1) inhibition, primary screen. HEK293T StAR-luciferase reporter, SF-1/DAX-1 repression relief. AID 652010. 370,000 compounds, 1.1% hits. inhibition, % at 6.8 µM;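 active = inhibition above the mean over all tested compounds plus 3 SD, cut at about 3.6% in these data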;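 note: 0% = DAX-1 cells with DMSO and 100% = cells lacking DAX-1 with DMSO; higher inhibition means more luminescence from relief of DAX-1 repression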
# Starred values were filed as active, the others as inactive; / = no result given.
SMILES,DAX1 inh-1,GAA850 FXN act,sPLA2-III inh,SMARCA2 act,GC-B act,hcDAF12 agonist,NPR1 activator,ssDAF-12 act,ADAM10 inh,hgDAF-12 ag,DAX1 inh-2
CC(=O)NC(CC(=O)N(C)Cc1cccc(Cl)c1Cl)c1ccccc1 (centres undefined),-0.2,-0.8,5,0,-3,0.2,-10,-2.1,-3,0.5,-0.4
O=C(Nc1cccc(S(=O)(=O)N2CCCCCC2)c1)C1CC(=O)N(c2ccc3c(c2)OCCO3)C1 (centres undefined),-2.4,-1.5,-15,1,2,-0.9,-1,-0.6,0,-2.5,-2.0
Cc1ccc(Nc2cc(=O)[nH]c(=O)[nH]2)cc1Cl,1.7,0.0,-3,-3,-1,-1.7,-1,-1.5,1,-0.2,0.8
Cc1cccc(-c2nnc(-c3cccc(NC(=O)Cc4cccs4)c3)o2)c1,-2.0,1.6,-8,1,2,-0.5,2,-0.9,0,2.6,0.3
Cc1noc(C)c1NC(=O)Nc1ccc2c(c1)C(=O)N([C@@H](C)CO)C[C@@H](C)[C@H](CN(C)S(=O)(=O)c1ccc(F)cc1)OCCCC[C@H](C)O2,/,/,-17,/,4,1.3,-1,-1.2,0,1.5,/
O=C(O)CC1Oc2ccc(Cl)cc2NC1=O (centres undefined),2.5,0.6,-1,1,2,-1.2,1,-0.6,-9,2.8,-0.1
CCc1ccccc1NC(=O)COc1cccc2ccc(C)nc12,-0.7,-1.4,4,-2,2,-2.7,-1,-1.5,-7,1.1,-0.9
Cc1cc(-c2n[nH]c(=S)n2N=Cc2cccc(Oc3ccccc3)c2)n[nH]1,/,/,4,-6,-1,-3.1,3,-1.4,-3,0.6,-0.3
CCCn1c(SCC(=O)Nc2ccc3c(c2)CCC3)n[nH]c1=O,-1.6,0.6,-6,1,3,-2.0,-3,-1.2,-4,-3.1,-0.3
COc1cc(/C=C/C(=O)n2cnc3ccccc32)cc(OC)c1OC,/,/,12,/,-10,0.3,2,-2.1,-60,-6.5,/
CC1CCCCN1CCNC(=O)C1CCN(S(=O)(=O)c2cccc3nsnc23)CC1 (centres undefined),0.5,-0.7,-7,-4,2,2.5,1,-0.6,6,-2.5,0.3
CCOC(=O)C(NC(C)=O)(Nc1ccc(F)cc1)C(F)(F)F (centres undefined),-1.2,0.7,-2,0,1,-1.3,-3,-1.6,2,1.7,0.1
Cc1cc(OC(=O)c2ccccc2[N+](=O)[O-])c([N+](=O)[O-])c(=O)[nH]1,1.8,0.2,-3,-1,4,-0.5,1,-0.8,-4,3.7,-0.8
CCOC(=O)N1CCN(C(=O)C(C)n2nc(C)n3c(cc4sccc43)c2=O)CC1 (centres undefined),0.7,-2.4,5,-2,-1,-2.2,0,-1.4,-6,-2.0,-0.6
CCOc1cc(C(=O)NCCOC)ccc1OC,0.5,5.0,7,0,0,-1.6,0,-1.3,4,-2.5,-0.1
COc1ccccc1-n1cnc2sc(-c3ccccc3)cc2c1=O,0.1,2.7,17,4,-2,-0.6,3,-0.8,-6,-1.4,1.4
O=C(c1cccs1)N1CCN(C2CCN(Cc3ccccc3)CC2)CC1,-0.6,-0.1,9,-3,2,-0.2,2,-0.2,-7,-1.1,0.2
CC(=O)C1=C(O)C(=O)N(CCC(=O)O)C1c1cccc(F)c1 (centres undefined),-1.5,0.5,-1,-1,3,-0.4,5,-1.1,-6,1.1,0.4
O=C(Cc1ccc(F)cc1)N1CCOCC1,0.5,0.7,-1,-1,0,3.9,-3,-0.7,-5,-0.2,1.3
O=C(CSCc1ccc(F)cc1)Nc1ccc(N2CCOCC2)cc1N1CCOCC1,1.1,-1.2,7,0,-3,2.7,2,-0.9,-5,-1.1,1.1
COc1ccccc1CN(C)C(=O)C(c1ccccc1)c1ccccc1,1.1,0.7,-7,-1,-14,-2.0,-24,-1.4,4,3.6,-0.6
O=C(CCC(=O)NC12CC3CC(CC(C3)C1)C2)NC1CCCCC1,0.6,3.5,4,-2,6,0.7,2,-0.5,-8,-0.5,0.4
O=C(NCCCn1ccnc1)C(=O)Nc1ccccc1,0.2,0.5,12,3,3,0.3,-5,-1.8,-18,1.2,0.6
O=C(COC(=O)c1cc([N+](=O)[O-])ccc1N1CCOCC1)NCc1ccc(Cl)cc1Cl,0.1,-0.1,-2,-2,-6,-2.6,-3,-1.2,-7,-2.4,-1.1
CN1C(=O)c2cc(NC(=O)Cc3cccs3)ccc2OC[C@@H]2O[C@@H](CC(=O)N[C@H]3CCN(Cc4ccccc4)C3)CC[C@@H]21,/,/,-1,-2,5,-1.6,7,-0.8,1,1.6,-0.4

# Reprinted at random: two compounds from above
SMILES,DAX1 inh-1,GAA850 FXN act,sPLA2-III inh,SMARCA2 act,GC-B act,hcDAF12 agonist,NPR1 activator,ssDAF-12 act,ADAM10 inh,hgDAF-12 ag,DAX1 inh-2
O=C(CSCc1ccc(F)cc1)Nc1ccc(N2CCOCC2)cc1N1CCOCC1,1.1,-1.2,7,0,-3,2.7,2,-0.9,-5,-1.1,1.1
Cc1ccc(Nc2cc(=O)[nH]c(=O)[nH]2)cc1Cl,1.7,0.0,-3,-3,-1,-1.7,-1,-1.5,1,-0.2,0.8

# Given with values under each structure: 2 of the compounds above
# Results follow in this order: DAX1 inh-1, GAA850 FXN act, sPLA2-III inh, SMARCA2 act, GC-B act, hcDAF12 agonist, NPR1 activator, ssDAF-12 act, ADAM10 inh, hgDAF-12 ag, DAX1 inh-2
> COc1cc(/C=C/C(=O)n2cnc3ccccc32)cc(OC)c1OC
→ /, /, 12, /, -10, 0.3, 2, -2.1, -60, -6.5, /
> CC1CCCCN1CCNC(=O)C1CCN(S(=O)(=O)c2cccc3nsnc23)CC1 (centres undefined)
→ 0.5, -0.7, -7, -4, 2, 2.5, 1, -0.6, 6, -2.5, 0.3

# More compounds:
SMILES,DAX1 inh-1,GAA850 FXN act,sPLA2-III inh,SMARCA2 act,GC-B act,hcDAF12 agonist,NPR1 activator,ssDAF-12 act,ADAM10 inh,hgDAF-12 ag,DAX1 inh-2
O=C(NCC1CCCO1)c1cccc(N2CCCC2=O)c1 (centres undefined),0.1,0.1,4,5,3,-0.6,-1,-0.9,-1,0.9,0.4
C=CCn1c(=O)c(C(C)=O)cn(N(C)c2ncc(C(F)(F)F)cc2Cl)c1=O,-0.2,0.1,3,-1,0,1.3,4,-1.0,4,-3.1,-0.3
C(=C\n1nnc2ccccc21)/c1ccc[nH]1,0.4,1.7,9,1,-2,-0.2,-3,-1.1,-6,0.7,0.3
O=c1[nH]c(SCc2n[nH]c(=S)n2-c2ccccc2)nc2sc3c(c12)CCC3,0.8,-0.2,-2,4,-1,1.1,-3,-1.3,-2,-0.4,0.9
COc1ccc(S(=O)(=O)Nc2ccc(-n3cnnn3)cc2)cc1[N+](=O)[O-],-0.2,1.7,-2,4,4,-0.7,2,-0.6,-1,1.0,-0.3
Cc1cc(C)c(NC(=S)NC(NC(=O)c2ccccc2)C(Cl)(Cl)Cl)c(C)c1 (centres undefined),-1.7,-11,-2,-3,-2,-1.5,-9,-1.9,1,-4.5,-0.2
O=S1(=O)NC[C@]23C[C@H](c4ccc(F)cc4)[C@@H](C[C@@H]21)O3,1.2,0.8,4,0,8,-1.2,-1,-1.4,1,0.1,0.0
OCCC1CN(Cc2cccn2-c2ccccn2)CCN1C1CCCC1 (centres undefined),-0.1,1.5,4,-2,4,1.9,-2,-1.3,1,0.2,0.1
O=S(=O)(/N=C(/Nc1ccccc1F)c1ccccc1)c1ccccc1,0.0,-0.1,-10,4,6,-1.6,0,-1.5,4,1.1,-0.5
CCN(CC)C(=O)CC[C@@H]1CC[C@]2(CCCN(Cc3ccccn3)C2)O1,/,/,5,1,2,-1.9,3,-1.3,-1,-0.6,0.7
C=CCNC(=S)N/N=C/c1ccc(C(F)(F)F)cc1,-1.7,-1.9,2,-6,6,-3.4,6,-1.7,5,-7.1,-2.5
CC(C)CNc1ncnc2[nH]ncc12,2.2,-1.7,4,2,0,-1.1,1,-1.2,4,2.5,1.1
O=C(Nc1ccc2c(c1)OCO2)c1cnc2n(c1=O)CCS2,0.5,6.5,9,4,-3,0.5,-5,0.3,6,4.9,0.6
COc1cc(C(=O)NC2CCCCN(Cc3cccc(C(F)(F)F)c3)C2=O)cc(OC)c1OC (centres undefined),/,/,-3,-1,1,-2.8,0,-1.9,-2,2.2,-1.2
C[C@H]1[C@H](c2ccccc2)Oc2cc(Br)ccc2S(=O)(=O)N1Cc1ccc(Cl)cc1,/,/,-3,6,6,-1.5,-1,-1.1,3,-0.5,-1.2
Cc1cccc(C)c1NC(=S)N1CCCCCC1,-0.5,0.2,6,-1,-3,-0.2,-1,-0.7,6,0.1,0.1
C=CCn1c(SCC(=O)Nc2nc3ccccc3s2)nnc1-c1ccccc1O,-1.3,1.7,-32,1,-3,-2.0,-5,-1.5,2,0.2,-0.9
COc1ccc(-c2[nH]ncc2/C=N\NC(=O)c2ccc(Br)o2)cc1OC,0.9,4.3,2,0,2,-1.3,-15,-0.1,2,-0.9,1.4
Nc1ccc2oc(C3CCCCC3)nc2c1,-0.8,2.7,6,-2,0,0.3,-4,-0.6,-12,2.4,1.8
CN1CCC(=O)N([C@H](COc2ccccc2)Cc2ccccc2)CC1,1.3,2.2,5,1,-11,-0.6,-4,-1.0,3,-0.8,0.0
O=C(c1cc(COc2ccc(F)cc2F)on1)N1C[C@H]2CC[C@H]1C2,-0.1,5.1,2,7,4,-0.3,11,-0.2,-6,6.4,2.7
CC(C)(C)c1ccc(OCCCNC2CCCC2)cc1,-0.7,1.9,4,1,3,-0.4,-7,-1.1,-4,-0.7,-0.1
CCOC(=O)c1ccccc1NC(=O)Nc1ccc(OC)c(OC)c1,0.0,9.6*,5,-4,1,-0.9,-2,-0.9,-10,-1.7,-0.5
O=C(NCCc1ccccc1)C(=O)NCC1OCCCN1S(=O)(=O)c1cccs1 (centres undefined),-0.7,1.2,6,0,3,-0.1,3,-1.6,-6,-1.4,-0.5
Cc1ccc(F)cc1C(=O)N1CCCC1(C)C(=O)NCC(C)C (centres undefined),/,-1.8,2,2,0,0.4,4,-1.3,-4,0.4,-0.9
CCOc1ccc(NC(=O)C2CCN(C(=O)C3CC(=O)N(c4ccc(C)cc4)C3)CC2)cc1 (centres undefined),1.5,-0.6,-6,0,3,-3.1,1,-1.6,9,0.2,0.1
O=C(O)CSCCn1cccn1,0.9,0.5,7,0,3,-0.6,1,-0.4,2,2.8,-0.1
CCCCCCN(C(=O)CCCCCN1C(=O)NC(c2ccc([N+](=O)[O-])cc2)C(C(=O)OCc2ccccc2)=C1C)C(C(=O)NCCCC)C1CCCCC1 (centres undefined),-0.6,1.2,5,-6,-6,-1.5,1,-1.3,0,3.1,-0.3

# Single entries from the results shown.
# CCOC(=O)c1ccccc1NC(=O)Nc1ccc(OC)c(OC)c1 in GC-B act = 1
# C=CCNC(=S)N/N=C/c1ccc(C(F)(F)F)cc1 in NPR1 activator = 6
# CC(C)CNc1ncnc2[nH]ncc12 in hcDAF12 agonist = -1.1
# C=CCn1c(SCC(=O)Nc2nc3ccccc3s2)nnc1-c1ccccc1O in sPLA2-III inh = -32
# O=C(NCC1CCCO1)c1cccc(N2CCCC2=O)c1 (centres undefined) in GAA850 FXN act = 0.1
# CC(C)(C)c1ccc(OCCCNC2CCCC2)cc1 in hgDAF-12 ag = -0.7
